Tat transport: E. coli Tat transport inhibition; E. coli MC4100 TorA-mCherry Tat export, fluorescence; inhibition, % at 10 µM; hit rate 0.036% among 340,000; AID 488895;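 active = mean replicate inhibition at least 50% and at least half of replicates individually reaching 50%; inconclusive = only one of the two criteria met; inactive = neither criterion met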;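 note: exported cargo escapes ClpAP degradation while cytoplasmic cargo is degraded and loses fluorescence; 0% = median of neutral control wells and 100% = median of NaSCN control wells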
DAGLB inh: diacylglycerol lipase beta (human) inhibition | HEK293T DAGLB membrane lysate, EnzChek fluorogenic substrate | hit rate 0.059% among 340,000 | Q8NCG7 | AID 504411 | inhibition, % at 5.17 µM; in the data active = inhibition above about 34%;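 note: 0% = enzyme with vehicle and 100% = wells lacking enzyme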
Target sequence (Q8NCG7 whole entry, looked up): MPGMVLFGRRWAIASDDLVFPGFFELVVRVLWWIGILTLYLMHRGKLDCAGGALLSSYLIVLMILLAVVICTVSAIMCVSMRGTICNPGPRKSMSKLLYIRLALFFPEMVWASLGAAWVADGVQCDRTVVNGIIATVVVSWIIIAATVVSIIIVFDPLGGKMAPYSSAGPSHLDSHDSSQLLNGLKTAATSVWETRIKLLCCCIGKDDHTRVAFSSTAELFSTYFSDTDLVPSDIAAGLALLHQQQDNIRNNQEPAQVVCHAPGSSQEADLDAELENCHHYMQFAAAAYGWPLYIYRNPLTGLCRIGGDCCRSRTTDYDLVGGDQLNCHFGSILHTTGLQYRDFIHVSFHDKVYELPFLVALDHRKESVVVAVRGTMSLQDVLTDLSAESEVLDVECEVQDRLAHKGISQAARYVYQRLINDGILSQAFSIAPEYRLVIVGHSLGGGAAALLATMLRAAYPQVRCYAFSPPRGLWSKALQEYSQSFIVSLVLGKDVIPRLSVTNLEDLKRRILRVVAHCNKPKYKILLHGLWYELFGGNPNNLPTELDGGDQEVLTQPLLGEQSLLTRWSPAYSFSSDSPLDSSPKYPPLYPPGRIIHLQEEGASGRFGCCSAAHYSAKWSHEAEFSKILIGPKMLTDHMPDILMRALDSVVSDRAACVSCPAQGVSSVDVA
AddAB inh: less growth of phage-infected E. coli with AddAB; E. coli expressing H. pylori AddAB, absorbance growth; hit rate 0.29% among 330,000; inhibition, % at 11.9 µM; in the data active = inhibition above about 12%;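 note: 0% = vehicle wells of infected cells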
Ecoli viability: counter-screen for AddAB inhibitors: E. coli growth inhibition; E. coli V3065 growth, OD600 absorbance, 18 h; inhibition, % at 11.9 µM; hit rate 0.27% among 330,000; AID 449728;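 active = inhibition above the campaign's mean inhibition across all tested compounds plus 3 SD, cut at about 9.9% in these data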;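 note: uninfected addAB+ strain grown without phage in ampicillin broth; 0% = DMSO wells and 100% = ciprofloxacin 0.95 µg/ml wells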
PvdQ inh: P. aeruginosa PvdQ acylase inhibition; purified PvdQ acylase, fluorescence plate reader; inhibition, % at 10 µM; hit rate 0.063% among 340,000; AID 488965; in the data active = inhibition above about 30%, passing the limit was not always enough; inconclusive = no clear call, values can overlap the other calls;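 note: 0% = vehicle neutral wells and 100% = reference inhibitor wells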
Rtt109 Vps75: blocks Candida albicans Rtt109/Vps75 acetyltransferase activity | Q5AAJ8 | purified Rtt109/Vps75, ThioGlo CoA-SH fluorescence, 4 h | inhibition, % at 34.9 µM | hit rate 0.16% among 330,000;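 active = inhibition of at least 50% in every replicate; inconclusive = best replicate reaches 50% inhibition but some replicates fall short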
Target sequence (Q5AAJ8 whole entry, looked up): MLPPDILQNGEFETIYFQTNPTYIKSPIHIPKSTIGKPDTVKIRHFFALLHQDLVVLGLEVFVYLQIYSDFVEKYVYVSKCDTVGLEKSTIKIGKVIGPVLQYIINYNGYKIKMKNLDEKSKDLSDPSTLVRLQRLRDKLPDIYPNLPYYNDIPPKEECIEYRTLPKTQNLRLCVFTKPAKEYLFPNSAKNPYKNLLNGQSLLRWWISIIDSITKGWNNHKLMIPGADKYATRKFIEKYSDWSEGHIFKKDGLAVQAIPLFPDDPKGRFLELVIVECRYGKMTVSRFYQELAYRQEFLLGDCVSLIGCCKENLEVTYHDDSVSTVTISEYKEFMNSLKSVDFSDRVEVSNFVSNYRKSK
CAL PDZ FP: human CAL PDZ-peptide interaction inhibition; Q9HD26; purified CAL PDZ, TMR-peptide fluorescence polarization, 1 h; inhibition, % at 20 µM; hit rate 0.02% among 330,000; AID 504414;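 active = highest replicate inhibition of at least 40%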;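 note: plate controls were DMSO neutral control wells for no effect and unlabeled competitor peptide control wells for full effect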
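material = purified tagged CAL PDZ domain construct (CerCALP) | buffer or medium = sodium phosphate/NaCl buffer pH 7.4 with TCEP, IgG, Thesit | reagent = TMR-labelled reporter peptide T*-PRC34 bound in PDZ groove | incubation = 1 h room-temperature incubation prior to read | measured by = fluorescence polarization (mP) | evaluation = percent inhibition from loss of millipolarization | control set = unlabelled peptide and DMSO controls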
phage Ecoli inh: E. coli growth loss with phage present; AID 651602; inhibition, % at 11.9 µM; hit rate 0.26% among 360,000; growth absorbance; in the data active = inhibition above about 11%
Wnt bcat act: activators of Wnt/beta-catenin signaling. hit rate 1.2% among 300,000. Wnt/beta-catenin reporter cell assay, activator, plate reader. activation, % at 9.35 µM; in the data active = activation above about 30%, passing the limit was not always enough; inconclusive = no clear call, values can overlap the other calls;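 note: 0% = neutral control wells and 100% = positive control wells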
PfHsp90 set2: inhibits growth of yeast expressing Plasmodium falciparum Hsp90. S. cerevisiae expressing PfHsp90, BacTiter-Glo ATP, 48 h; yeast lacking PDR1 and PDR3 efflux regulators. hit rate 0.32% among 310,000. inhibition, % at 9.4 µM;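 active = every replicate shows inhibition above about 80%, whatever the replicate mean, limit read from the data; inconclusive = mean inhibition reaches the set limit but some replicate falls short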;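 note: 0% = DMSO neutral controls and 100% = 20 µM radicicol positive controls; yeast relying on Plasmodium falciparum Hsp90 in place of its own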
* hit, by the source's call; ? = inconclusive; . = no result given.

SMILES	Tat transport	DAGLB inh	AddAB inh	Ecoli viability	PvdQ inh	Rtt109 Vps75	CAL PDZ FP	phage Ecoli inh	Wnt bcat act	PfHsp90 set2
Cc1cc(NC(=O)c2cccs2)ncc1NC(=O)C(C)C	1	-2	7.2	3.1	-28	0	0.1	0.6	11	27
O=C(COC(=O)c1cc([N+](=O)[O-])ccc1N1CCOCC1)Nc1cccc(F)c1	-2	2	2.0	1.9	7	21	-0.5	-0.2	-1	4
O=C(/C=C\c1ccco1)NC(=S)Nc1ccccc1O	-3	0	-1.7	-0.8	8	5	-0.1	1.3	16	-65
Cc1ccccc1C(=O)N(C)c1ccccc1C(=O)NCc1ccccc1	-8	2	0.4	-0.5	-4	13	0.3	1.5	1	-8
O=C(Nc1nc2c(ccc3ccccc32)s1)c1ccco1	-8	-9	1.9	1.6	4	-8	-2.1	-0.1	38*	-11
COCCN(C(=O)COC(=O)C1(c2ccccc2)CC1)c1c(N)n(CC(C)C)c(=O)[nH]c1=O	5	2	4.4	-0.1	-6	-17	-2.5	4.9	1	-9
OCCNc1ncnc2c1nnn2Cc1ccccc1	3	-4	.	.	8	7	0.4	1.8	2	-9
Nc1c(C=C2C=CC(=O)C=C2)c(=O)nc2snc(SCc3ccccc3)n12	1	20	1.1	0.9	3	5	-2.8	2.6	0	-45
COCCn1c(C)cc(C(=O)COC(=O)c2[nH]c(C)c(C(C)=O)c2C)c1C	-3	0	-0.5	0.2	-9	4	-1.4	0.5	-4	8
CC1CC2=C(CC1/C=N/NC(N)=S)C(C)(C)CCC2 (stereo unspecified)	1	2	-0.3	-0.1	2	-13	-1.6	2.3	-3	-42
COc1ccc(CN2CC[C@H]3C=CC[C@@H](C(=O)Nc4ccc(Cl)c(C(F)(F)F)c4)[C@H]3C2=O)cc1OC	-5	-7	2.3	-0.2	-10	-9	-6.9	-0.5	-4	.
O=C(CSc1nnc(-c2ccc(Cl)s2)o1)N1CCCc2ccccc21	1	2	.	.	-14	-4	-0.3	1.4	0	-13
COc1ccc(NC(=O)c2ccc(-c3ccc([N+](=O)[O-])cc3)o2)cc1	1	2	0.6	1.4	-4	5	-2.6	1.4	0	-1
CCOC(=O)C1(Cc2cccc(OC)c2)CCCN(Cc2cnn(C)c2)C1 (stereo unspecified)	1	2	-0.2	-4.9	-4	.	-4.1	2.3	-1	1
COc1ccc(C(=O)Nc2cccc(NC(=O)c3ccc(OC)c(OC)c3)n2)cc1OC	-2	0	2.0	-0.2	-11	-3	-5.1	1.4	2	-5
COc1cc(OC)cc(C(=O)NN2CCCCC2)c1	0	3	-3.3	-0.4	-10	-3	-1.0	3.3	.	-10
CN1C(C(=O)Nc2ccc(OC(F)(F)F)cc2)=CC(c2ccc3c(c2)OCO3)=NS1(=O)=O	-40	-3	-0.4	-1.2	-15	-12	-1.8	3.4	2	3
O=C(c1ccc(Cl)s1)N1CCN(c2ccccc2)CC1	-5	-13	4.2	0.6	-14	-15	-0.6	4.1	1	28
CC(=O)Nc1cccc(C(=O)N2CCN(S(=O)(=O)Cc3ccccc3)CC2)c1	6	2	-0.2	0.4	-6	-2	0.6	0.8	-2	.
CC(=O)N1CCc2cc(S(=O)(=O)NCC(=O)NCc3ccc(Cl)cc3)ccc21	2	-2	1.8	2.1	-8	9	-1.1	1.0	-2	20
Cc1ccc(CNC(=O)CC(C)S(=O)(=O)c2ccc3c(c2)NC(=O)CS3)o1 (stereo unspecified)	-3	-5	1.2	-1.6	10	0	-0.9	0.9	-1	10
CN(C)c1cccc(C(=O)NNC(=O)C23CC4CC(CC(C4)C2)C3)c1	-6	-1	1.2	1.1	-29	-4	-2.0	2.9	8	15
O=C(CCN1C(=O)C2C3C=CC(C3)C2C1=O)N1CC(=O)N(CCc2ccccc2)C(=O)C1 (stereo unspecified)	5	0	4.1	-2.6	-18	-2	1.0	2.0	.	-11
O=C(CSc1ncn[nH]1)Nc1ccc(Cl)c(S(=O)(=O)N2CCOCC2)c1	-3	2	1.6	1.4	-35	-3	-3.5	1.0	-2	-18
CCCCC(CC)CNC(=O)C(=O)c1ccccc1NC(C)=O (stereo unspecified)	-6	2	0.7	-1.6	-10	-3	-1.6	4.0	-3	19

Arranged by length of the SMILES (largest number first): part of the list above
SMILES	Tat transport	DAGLB inh	AddAB inh	Ecoli viability	PvdQ inh	Rtt109 Vps75	CAL PDZ FP	phage Ecoli inh	Wnt bcat act	PfHsp90 set2
Cc1ccc(CNC(=O)CC(C)S(=O)(=O)c2ccc3c(c2)NC(=O)CS3)o1 (stereo unspecified)	-3	-5	1.2	-1.6	10	0	-0.9	0.9	-1	10
COc1ccc(NC(=O)c2ccc(-c3ccc([N+](=O)[O-])cc3)o2)cc1	1	2	0.6	1.4	-4	5	-2.6	1.4	0	-1
O=C(CSc1ncn[nH]1)Nc1ccc(Cl)c(S(=O)(=O)N2CCOCC2)c1	-3	2	1.6	1.4	-35	-3	-3.5	1.0	-2	-18
CCCCC(CC)CNC(=O)C(=O)c1ccccc1NC(C)=O (stereo unspecified)	-6	2	0.7	-1.6	-10	-3	-1.6	4.0	-3	19
O=C(/C=C\c1ccco1)NC(=S)Nc1ccccc1O	-3	0	-1.7	-0.8	8	5	-0.1	1.3	16	-65
COc1cc(OC)cc(C(=O)NN2CCCCC2)c1	0	3	-3.3	-0.4	-10	-3	-1.0	3.3	.	-10

Remaining list, next part.
SMILES	Tat transport	DAGLB inh	AddAB inh	Ecoli viability	PvdQ inh	Rtt109 Vps75	CAL PDZ FP	phage Ecoli inh	Wnt bcat act	PfHsp90 set2
O=C1N[C@@H](Cc2ccccc2)COC(=O)[C@H](Cc2ccc(F)cc2)CC/C=C/C[C@@H]1CC(=O)N(CCO)Cc1ccccc1	-3	0	1.4	-2.6	-2	4	-0.8	0.6	0	-22
Cc1csc(SCC(=O)Nc2ccc3c(c2)OCCO3)n1	10	-2	0.4	-0.5	-11	-2	-1.6	0.0	22	3
CCC(c1nnc(SCC(=O)Nc2ccc(C(=O)N(C)C)cc2)n1Cc1ccccc1)N(C)C (stereo unspecified)	-2	-2	0.3	-0.7	1	19	-1.9	2.6	-1	-15
COc1cc2c(cc1OC)C(C)N(C(=O)c1cc3c(=O)oc4ccc(C)cc4c3s1)CC2 (stereo unspecified)	14	-1	0.0	1.2	-15	-12	0.4	0.5	-5	.
O=C1C=C(c2ccc3c(c2)OCO3)C[C@@H](c2ccc(Cl)cc2)C1	1	-4	1.4	1.6	13	12	-1.1	0.6	-1	2
COC(=O)c1c(C)oc(C)c1S(=O)(=O)Nc1ccccc1	11	1	5.0	-1.5	-3	-2	-0.1	2.7	3	-12
O=C(NCc1ccc2c(c1)OCO2)C(=O)Nc1ccccc1	-5	-2	0.0	-0.6	0	2	0.5	3.4	-1	-17
COc1ccc(OC)c(S(=O)(=O)N2c3cc(F)ccc3CCC2C)c1 (stereo unspecified)	4	-6	1.1	1.1	0	.	-0.2	-0.5	.	8
COc1ccccc1C(=O)C1CCCN(C(=O)c2cccnc2SC)C1 (stereo unspecified)	3	-2	2.5	-2.6	-8	-1	-1.2	0.6	-2	4
CCC(C)NC(=O)c1cccc(C)c1 (stereo unspecified)	12	0	3.9	4.8	-16	-1	.	0.2	3	20
Cc1cccc(C(=O)NCC(=O)OCC(=O)N(C)CC(=O)Nc2ccccc2Cl)c1	3	-1	3.2	1.2	0	3	-0.6	2.6	5	-37
Cc1ccc(Nc2nc(-c3ccccc3)cs2)nc1	10	-3	.	.	-2	-7	0.3	2.7	1	-16
COc1ccc(S(=O)(=O)N2CCC(C(=O)NCCN3CCOCC3)CC2)cc1	-6	-2	1.3	-0.8	-6	0	-2.8	2.8	-2	-14
Cc1ccc(S(=O)(=O)NNC(=O)Nc2ccc(Cl)c(Cl)c2)cc1	2	0	1.3	2.6	-24	2	-1.1	1.4	0	-17
Cc1cccc(C)c1OCC(=O)N/N=C/c1cccn1C	-2	3	-0.2	-2.4	-3	-1	-1.2	1.7	.	-2
O=[N+]([O-])c1ccc(Nc2ccc3ccccc3c2)nc1	-5	7	0.8	-0.5	5	-2	-0.3	2.9	0	-34
Cc1cc(-n2c(C)cc(C(=O)CSc3ncnc4ccccc34)c2C)no1	6	-7	1.5	2.1	4	31	-1.7	2.1	6	4
COc1cc(NC(=O)N[C@H](C(=O)O)C(C)C)cc(OC)c1	-2	4	-0.7	0.9	-8	-5	-2.6	3.1	.	-3
CCOc1ccc(CC(=NCCO)C2=C(O)CC(C)(C)CC2=O)cc1OCC	-9	1	2.0	0.9	12	-11	1.1	3.2	-2	-17
N#Cc1ccc(NC(=O)c2sc3cc(C(F)(F)F)cnc3c2-c2cccs2)cc1	-8	-3	3.1	-2.0	1	3	0.3	0.0	.	-33
N#Cc1c(NC(=O)c2ccccc2)sc2c1CCCCC2	5	-9	0.8	2.3	6	3	.	0.0	.	5
CN1C(=O)/C(=C/c2ccc(O)c([N+](=O)[O-])c2)N(C)C1=S	-2	16	0.8	0.5	?	0	0.6	2.0	1	-1
Cc1ccc2nc(CSc3nnc(-c4ccncc4)n3C)cc(=O)n2c1	4	-2	-0.9	0.2	-6	-1	22	2.6	-3	-28
CCOC(=O)Cc1cc(=O)n2[nH]c(C)c(-c3ccc(Cl)cc3)c2n1	-2	7	-2.6	-5.6	-8	1	-3.3	0.0	-2	-15
CCC1CCCCN1C(=O)CSc1nnc(CNC(=O)COc2ccc(Cl)cc2)o1 (stereo unspecified)	0	1	-0.4	0.1	13	-9	-1.1	1.9	.	23
SMILES	Tat transport	DAGLB inh	AddAB inh	Ecoli viability	PvdQ inh	Rtt109 Vps75	CAL PDZ FP	phage Ecoli inh	Wnt bcat act	PfHsp90 set2
Brc1c(CSc2nc3ccccc3s2)nc2ncccn12	-5	1	1.3	2.9	2	-3	-1.4	5.0	-2	19
CC1=C(C(=O)Nc2ccccc2C)C2(CCCC2)C(C(N)=O)C(=O)N1 (stereo unspecified)	1	3	-0.5	-1.6	-18	1	-0.5	0.4	.	28
COc1ccc(NC(=O)CCSc2ccc(C)cc2)cc1	3	-5	0.8	-0.4	-1	-6	-2.6	2.4	1	-1
Cn1c(=O)c2c(nc(SCCN3CCOCC3)n2Cc2cccc3ccccc23)n(C)c1=O	3	1	-1.9	-4.5	-7	17	-0.7	2.2	-8	.
CN1CCN(C(=O)c2cc(S(=O)(=O)Nc3ccccc3F)c(Cl)cc2Cl)CC1	0	-5	2.4	0.1	-24	10	-0.4	-2.2	-3	-53
C=CCn1c(=NC(=O)CN2C(=O)CCC2=O)sc2cccc(OC)c21	-4	0	0.8	-0.1	-16	1	0.2	0.1	-3	-5
COc1ccc(OCC(=O)Nc2ccccc2N2CCCCC2)cc1	10	-18	4.5	-4.2	-5	1	-0.6	2.0	-7	-26
O=C(CCCn1c(=S)[nH]c2cc3c(cc2c1=O)OCO3)N1CCc2ccccc2C1	5	3	0.3	0.5	2	17	-0.8	-0.2	.	-29

From PubChem BioAssay
